Kir21 block: blocks the mouse Kir2.1 inward-rectifier potassium channel. P35561. HEK293-Kir2.1, FluxOR thallium flux fluorescence; hits give low values. B-score at 10 µM. actives 0.85% (n = 310,000). AID 1672;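 active = fluorescence ratio B-score at or below minus 3 SD of library scores, with starting-brightness B-score within 2 SD, cut at about -4.2 in these data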;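 note: channel flux triggered by added potassium and thallium sulfate stimulus; B-score of peak minus minimum fluorescence over baseline after thallium stimulus; more negative B-score means stronger Kir2.1 block with less thallium influx; some compounds called inactive have numbers as strong as hits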
Target sequence (P35561 whole entry, looked up): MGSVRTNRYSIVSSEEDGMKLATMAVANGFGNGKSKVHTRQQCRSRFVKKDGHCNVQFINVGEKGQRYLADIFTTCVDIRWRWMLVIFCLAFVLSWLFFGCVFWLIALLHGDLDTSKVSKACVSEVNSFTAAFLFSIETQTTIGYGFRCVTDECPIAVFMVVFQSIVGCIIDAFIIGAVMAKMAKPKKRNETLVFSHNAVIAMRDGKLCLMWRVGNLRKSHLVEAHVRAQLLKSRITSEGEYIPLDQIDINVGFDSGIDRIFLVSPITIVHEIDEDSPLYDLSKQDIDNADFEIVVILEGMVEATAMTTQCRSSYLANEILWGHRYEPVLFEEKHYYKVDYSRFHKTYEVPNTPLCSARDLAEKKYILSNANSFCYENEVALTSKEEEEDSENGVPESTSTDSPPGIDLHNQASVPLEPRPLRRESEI
KCNQ2 block: KCNQ2 channel blockers in CHO-K1 cells – cell-based, FluxOR thallium flux, B-score, primary screen (AID 2156). O88943. actives 1.1% (n = 310,000). 20 min; hits give low values. B-score at 10 µM;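 active = fluorescence ratio B-score at most minus 3 library SDs, with starting brightness B-score within 2 library SDs, cut at about -5.5 in these data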
* = called active by the depositor; i = inactive.

SMILES | Kir21 block | KCNQ2 block
COc1cc(NC(=O)c2n[nH]c(=O)c3ccccc23)cc(OC)c1 | 2 | i
FCCCOc1ccc(/C=N/OCc2ccc(Cl)cc2Cl)cc1 | -0.85 | i
O=C(Cc1ccc(-c2ccccc2)cc1)OCC(=O)N1CCCC1=O | 3.5 | i
CCOC(=O)c1cc2occc2n1CC(=O)Nc1ccc(OC)cc1OC | 0.03 | i
COc1ccc(/C=C2\CCc3ccccc3C2=O)cc1CN1CCOCC1 | -2.3 | i
CCOC(=O)NC(=O)CSc1nc(-c2ccc(C)c(C)c2)cn1-c1ccccc1 | -1.2 | i
O=C(c1ccc(Cl)cc1)C(Cn1cncn1)C(Sc1ccccc1)c1ccccc1 (stereo not drawn) | 0.26 | i
COc1ccc(-c2nnc(-c3cccnc3)o2)cc1OC | 0.4 | i
C=CCOn1c(C)c(C(C)=O)c2c3no[n+]([O-])c3ccc21 | -0.46 | i
Cc1cccc(Cl)c1NC(=S)NCCc1ccccn1 | 2.2 | i
CCOC(=O)C1CCN(C(=O)c2ccccc2Oc2ccccc2)CC1 | -0.76 | i
COc1cc(-c2nc(CN3CCN(c4ncccn4)CC3)c(C)o2)ccc1F | -0.13 | i

The final four compounds of the part above come first, to join the parts:
SMILES | Kir21 block | KCNQ2 block
C=CCOn1c(C)c(C(C)=O)c2c3no[n+]([O-])c3ccc21 | -0.46 | i
Cc1cccc(Cl)c1NC(=S)NCCc1ccccn1 | 2.2 | i
CCOC(=O)C1CCN(C(=O)c2ccccc2Oc2ccccc2)CC1 | -0.76 | i
COc1cc(-c2nc(CN3CCN(c4ncccn4)CC3)c(C)o2)ccc1F | -0.13 | i
Nc1nonc1-n1nnc(C(=O)N/N=C/c2cccc(F)c2)c1-c1ccc2c(c1)OCO2 | 0.13 | i
O=C(OCC1CCCN2CCCCC12)c1ccc2c(c1)OCO2 (stereo not drawn) | 1.3 | i
CCn1cc(C(=O)C(F)(F)F)c2ccccc21 | 0.16 | i
Cc1ccc(-c2ccc(=O)n(CC(=O)NCc3ccc(F)cc3)n2)cc1 | -0.26 | i
CCCCN(C(=O)c1ccccc1OCc1ccc(F)cc1)c1c(N)n(CCC)c(=O)[nH]c1=O | 3.5 | i
Cc1ccc(-c2nc(SCC(=O)N(C)c3c(N)n(Cc4ccccc4)c(=O)[nH]c3=O)n[nH]2)cc1 | 1.1 | i
CC(=O)Nc1ccc(N2C(C(C)=O)=NN(c3ccc(Cl)cc3)C2c2sccc2C)cc1 (stereo not drawn) | 0.26 | i
O=C(Nc1ccc(N2CCN(c3ccccc3)CC2)c(F)c1)C1CC1 | 0.85 | i
O=C(CCN1C(=O)/C(=C\c2ccccc2)SC1=S)N1CCCCC1 | 1.4 | i
CCc1nnc(NC(=O)c2cccc(S(=O)(=O)N3CCCC3)c2)s1 | -0.65 | i
COc1cc(NC(=O)c2cccc([N+](=O)[O-])c2)ccc1NC(=O)c1cc2ccccc2o1 | -1 | i
Cc1ccc(-c2nnc(NC(=O)c3ccco3)o2)c(C)c1 | 0.33 | i
CC(C)Nc1nnc(SCC(=O)c2c[nH]c3ccccc23)s1 | -0.01 | i
O=C(CSc1ccc2nnc(CCNC(=O)c3ccc(F)cc3)n2n1)NCc1ccco1 | -2.9 | i
O=C(c1ccc(COc2ccc(F)cc2)o1)n1cc(Br)cn1 | 0.11 | i
CS(=O)(=O)N(CC(=O)N/N=C/c1cccc2c1OCCO2)c1ccccc1Br | 0.47 | i
Cc1nn(Cc2ccccc2Cl)c2sc(C(=O)Nc3ccccc3N3CCOCC3)cc12 | 1.6 | i
O=[N+]([O-])c1ccc(-n2nncc2-c2ccc(Cl)cc2)cc1 | -0.77 | i
CCOC(=O)c1ccc(NC(=O)CSc2nnc(C)n2-c2ccccc2)cc1 | 1.7 | i
CC(Sc1cccc[n+]1[O-])C(=O)Nc1cccc([N+](=O)[O-])c1 (stereo not drawn) | 0.01 | i
CN(NC1OC(=O)c2ccccc21)c1ccc(Cl)cc1[N+](=O)[O-] (stereo not drawn) | 0.99 | i
COc1ccccc1CNCC(=O)NCc1ccc(C)cc1 | 2.1 | i
CN(CC(=O)NCCc1ccc(F)cc1)Cc1ccccc1 | -0.65 | i
COc1ccc(NC(=O)CSc2[nH]c(=O)cc(C)c2C#N)cc1OC | 0.06 | i
OC(CN1CCCCC1)Cn1c2ccc(Cl)cc2c2cc(Cl)ccc21 (stereo not drawn) | -2.9 | i
CC(C)C(=O)Nc1cccc(S(=O)(=O)c2cccc(NC(=O)C(C)C)c2)c1 | 0.01 | i
O=S(=O)(NCC1CCCN(Cc2ccccc2)C1)c1cccc2cccnc12 (stereo not drawn) | 0.69 | i
CN(C[C@H](c1ccccc1)N(C[C@H](Cc1ccccc1)N(CCc1ccccc1)N=O)N=O)N=O | 1.1 | i
Cc1cc(Cl)c2oc(C(=O)N3CCN(c4cccc(C)n4)CC3)c(C)c2c1 | 0.01 | i
Cc1ccc(Nc2ncc3c(n2)CC(c2ccco2)CC3=O)c(C)c1 (stereo not drawn) | 0.62 | i
Cc1cc(C(=O)Nc2ncc(C)s2)c2ccccc2n1 | -0.02 | i
CC(C)(C)n1nc2c(c1NC(=O)Cc1ccc(F)cc1)CS(=O)(=O)C2 | -0.35 | i
O=C(Cc1csc(Nc2nc(=S)[nH]c3ccccc23)n1)NCCCN1CCN(c2cccc(Cl)c2)CC1 | 1.6 | i
COc1cc(NC(=O)C2C3C=CC(C3)C2C(=O)O)c(OC)cc1Cl (stereo not drawn) | -1.2 | i
COc1ccc(NC(=O)c2ccccc2F)cc1Cl | 1.6 | i
O=C(c1ccc(S(=O)(=O)N2CCCCCC2)cc1)N1CCC(CN2C(=O)c3cccc4cccc(c34)C2=O)CC1 | -2 | i

Of the compounds above, these have two or more sulfur atoms:
SMILES | Kir21 block | KCNQ2 block
O=C(CCN1C(=O)/C(=C\c2ccccc2)SC1=S)N1CCCCC1 | 1.4 | i
CCc1nnc(NC(=O)c2cccc(S(=O)(=O)N3CCCC3)c2)s1 | -0.65 | i
CC(C)Nc1nnc(SCC(=O)c2c[nH]c3ccccc23)s1 | -0.01 | i
O=C(Cc1csc(Nc2nc(=S)[nH]c3ccccc23)n1)NCCCN1CCN(c2cccc(Cl)c2)CC1 | 1.6 | i

The list goes on:
SMILES | Kir21 block | KCNQ2 block
CCCCCNCc1ccc(Br)cc1 | 1.6 | i
CCS(=O)(=O)N1Cc2ccccc2CC1C(=O)N(C)CC(=O)Nc1cccc(F)c1 (stereo not drawn) | 0.61 | i
CN(Cc1ccccc1)C(=O)c1ccc([N+](=O)[O-])o1 | 0.19 | i
COc1ccc(-c2csc(NC(=O)Cc3ccccc3F)n2)c(OC)c1 | 0.85 | i
O=C(O)Cc1ccc(S(=O)(=O)Nc2ccccc2C(=O)O)cc1 | 2.2 | i
CCN(CC)CCNC(=O)CCN1N=C(c2ccccc2)CCC1=O | 1.5 | i
CO/N=C/CC(=O)c1cnc(-c2ccc(Cl)cc2)s1 | 0.46 | i
Cc1ccccc1-n1c(=O)c2c(n3cnnc13)-c1ccccc1CC21CCCCC1 | 1.5 | i
Cc1nc2ccccc2c(=O)n1NC(=O)c1cccc([N+](=O)[O-])c1 | -1.8 | i
CCOC(=O)N1CCN(S(=O)(=O)c2cc(C)c(C)cc2C)CC1 | -0.17 | i
CCCn1c(=S)[nH]c2ccccc2c1=O | 0.64 | i
Cc1cc(C)c(C#N)c(SCCS(=O)(=O)c2ccc(Cl)cc2)n1 | -0.56 | i
O=C(CSc1nnc(-c2ccco2)o1)N1CCOCC1 | -0.96 | i
COc1ccc(-n2nc(C(=O)NCC(=O)N3CCN(c4ccccc4)CC3)c3ccccc3c2=O)c(OC)c1 | 0.12 | i
Cc1nonc1C(=O)N1CCCC(N2CCN(c3ccc(F)cc3)CC2)C1 (stereo not drawn) | -1 | i
Cc1cccc(OCC(=O)NC(Cc2ccccc2)C(=O)O)c1 (stereo not drawn) | 0.47 | i
NC(=O)N1OCC2COc3ccc4ccccc4c3C21 (stereo not drawn) | -0.57 | i
Cc1ccccc1Nc1nc(N)nc(COC(=O)/C=C/c2ccco2)n1 | -1.5 | i
COn1c(SCc2cccnc2)nc2ccccc2c1=O | 0.47 | i
CCn1nc(C(=O)N2CCc3ccccc3C2)c2ccccc2c1=O | 0.02 | i
CC(C)COc1ccc(-c2nnc(-c3ccncc3)o2)cc1 | 1.6 | i
CCOc1ccc(NC(=O)c2ccc(NC(=O)CN3C(=O)C(=O)N(CC(C)C)C3=O)cc2)cc1 | 0.95 | i
CC(Oc1ccccc1)C(=O)N=C1SC2CS(=O)(=O)CC2N1c1ccccc1 (stereo not drawn) | 0.94 | i
COc1ccc(S(=O)(=O)N(Cc2cccnc2)Cc2cc3ccccc3[nH]c2=O)cc1 | -0.12 | i

The list goes on, starting with the last two of the part before.
SMILES | Kir21 block | KCNQ2 block
CC(Oc1ccccc1)C(=O)N=C1SC2CS(=O)(=O)CC2N1c1ccccc1 (stereo not drawn) | 0.94 | i
COc1ccc(S(=O)(=O)N(Cc2cccnc2)Cc2cc3ccccc3[nH]c2=O)cc1 | -0.12 | i
COc1ccc2cc(C(=O)C3CCCN(C(=O)c4sc(C)nc4C)C3)ccc2c1 (stereo not drawn) | -1.3 | i
O=c1cc(-c2ccco2)nc(-c2cccs2)o1 | 0.81 | i
C=CCOc1ccccc1CNCCNC(=O)c1nonc1N | -0.54 | i
CC1=C(C(=O)c2ccccc2)C(c2ccc(O)cc2)NC(=S)N1 (stereo not drawn) | 0.01 | i
CC(NS(=O)(=O)c1cccc(Cl)c1)C(=O)N(C)C1CCN(C)CC1 (stereo not drawn) | -3.9 | i
O=C(NCc1ccccc1)c1ccc(N2CCC3(CC2)CC(c2ccccc2)=NO3)c([N+](=O)[O-])c1 | -0.72 | i
Cc1ccc(C2=NN(C(=O)c3ccco3)C(O)(C(F)(F)F)C2)cc1 (stereo not drawn) | -4.6* | i
Cc1ccc(-n2c(O)c(C=NCc3ccccn3)c3ccccc3c2=O)cc1C | 1.5 | i
CCOc1ccc(OCc2nnc(SCC(=O)NC3CCS(=O)(=O)C3)n2-c2ccc(Cl)cc2)cc1 (stereo not drawn) | -0.09 | i
CCc1ccc(CN2C(=O)c3ccccc3C2C(=O)NC(C)CC)cc1 (stereo not drawn) | 2.4 | i
O=C1CC(N(O)c2ccccc2)C(=O)N1Cc1ccccc1 (stereo not drawn) | -1.2 | i
Cc1cccn2cc(-c3cccc(S(=O)(=O)N4CCOCC4)c3)nc12 | 0.9 | i
O=C(O)Cc1ccc(NC(=O)c2ccc(NC(=O)C3CC3)cc2)cc1 | -3.2 | i
CN(C)c1ccnc(Nc2ccc(F)cc2)c1C#N | 0.52 | i
O=C(NC1CCCC1)C(c1ccsc1)N(Cc1ccco1)C(=O)Cc1cccs1 (stereo not drawn) | 0.01 | i
CCOc1ccc2nc(NC(=O)Cn3cnc4c3c(=O)n(C)c(=O)n4C)sc2c1 | 2.3 | i
O=C(Cn1ncc2c(=O)oc3ccccc3c21)NCCc1ccsc1 | -2.8 | i
Cc1ccc(C(=O)N/N=C\c2ccc[nH]2)cn1 | 0.39 | i
Cc1c(NC(=O)c2ccc(=O)oc2)c(=O)n(-c2ccccc2)n1C | -1.5 | i
O=C(O)c1cccc(CSc2ncccn2)c1 | -0.77 | i
Cc1ccc(-c2nc(CS(=O)(=O)CC(=O)NCCN3CCOCC3)c(C)o2)cc1 | 0.45 | i
COc1ccccc1Nc1nc(N)nc(-c2oc3ccccc3c2C)n1 | -1.1 | i
O=C(NCc1cccnc1)c1cc2nc(-c3cccs3)cc(C(F)(F)Cl)n2n1 | 1.6 | i
Cc1nc(C(=O)N2CCCC(C(=O)c3ccc(Cl)cc3)C2)cs1 (stereo not drawn) | 1.1 | i
C/C(=C1/SC(N2CCOCC2)=NC1=O)c1ccc(Br)cc1 | 2 | i
CC(=O)NC1C(=O)N(CCN2CCOCC2)c2ccc(C)cc21 (stereo not drawn) | -1 | i
CCN1/C(=C2/SC(=S)N(C)C2=O)C=Cc2cc(C)ccc21 | 0.12 | i
Cc1ccc(-c2c(C#N)c(N)nc3c2CCCC3)s1 | -1.3 | i
COc1ccccc1NC(=O)CSC(N)=O | -4.6 | i
COc1ccc(/C(O)=C2/C(=O)C(=O)N(Cc3cccnc3)C2c2ccncc2)cc1F (stereo not drawn) | -0.02 | i
COC(=O)c1ccccc1NC(=O)CN1CCCCCC1 | 1.1 | i
CC(C)(C)OC(=O)[C@H](CCCCN)NC(=O)c1nc[nH]c1C(=O)NCCCCCN | -0.75 | i
O=S(=O)(NC1CC2CCC1C2)c1ccc2c(c1)OCCO2 (stereo not drawn) | 1.2 | i
O=C(Cn1nnc(-c2cccc(C(F)(F)F)c2)n1)N1CCOCC1 | -1.4 | i
CC(C)=CCC/C(C)=C/CC(C)(C)CNCCN1CCNCC1 | -8.2* | i
Cc1occc1C(=O)N/N=C/c1cccs1 | -0.85 | i
Cc1cc(N)n(Cc2ccc(Cl)cc2)n1 | -0.68 | i
CCOC(=O)N1CCN(C(=O)Cc2ccccc2[N+](=O)[O-])CC1 | 0.78 | i
Cn1cccc1Cc1nnc(SCC(N)=O)n1-c1ccc(F)cc1 | -1.8 | i
Cc1c(Br)c([N+](=O)[O-])nn1CC(=O)NCc1ccccn1 | -0.03 | i
C=CCn1c(Cc2ccccc2)nnc1SCc1nc2ccccc2c(=O)[nH]1 | -0.61 | i
CSc1nc(NS(=O)(=O)c2cc(Br)ccc2Br)cc(=O)[nH]1 | -2 | i
CCN1C(=O)CC(C(=O)O)SC1=Nc1ccc(OC)cc1 (stereo not drawn) | -0.26 | i
Cc1ccc(S(=O)(=O)Oc2ccccc2N2C(=O)C3C4CCC(C4)C3C2=O)cc1 (stereo not drawn) | 0.54 | i

Structures listed above printed as active in Kir21 block:
SMILES | Kir21 block | KCNQ2 block
Cc1ccc(C2=NN(C(=O)c3ccco3)C(O)(C(F)(F)F)C2)cc1 (stereo not drawn) | -4.6* | i
CC(C)=CCC/C(C)=C/CC(C)(C)CNCCN1CCNCC1 | -8.2* | i
